KCNH2 3.1 block = blocks the human KCNH2 3.1 channel isoform; activity change, % (tested at about 1.8 µM); hit rate 0.95% among 340,000; U2OS KCNH2 3.1, thallium flux FluxOr; active compounds read low; AID 720553;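 active = maximum activity change below -70%; inconclusive = maximum activity change from -70% to -50%; inactive = maximum activity change above -50%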;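 note: thallium influx rate constant from kinetic fluorescence after stimulation buffer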
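Channel expression came from 3.1 mutant virus (1.77 x 10^8 /mL) applied to suspended U2OS cells for 4 h. Flux was tracked with FluxOr dye plus Red40 quencher, and kinetic rate constants normalized to controls.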
hERG WT inh = KCNH2 (human, wildtype) channel inhibition; Q12809; U2OS, BacMam KCNH2, thallium flux FluxOr; active compounds read low; activity change, % at 1.84 µM; hit rate 0.37% among 340,000; AID 720551;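 active = maximum activity change below -70%; inconclusive = maximum activity change between -70% and -50%; inactive = maximum activity change above -50%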
Target sequence (Q12809 whole entry, looked up): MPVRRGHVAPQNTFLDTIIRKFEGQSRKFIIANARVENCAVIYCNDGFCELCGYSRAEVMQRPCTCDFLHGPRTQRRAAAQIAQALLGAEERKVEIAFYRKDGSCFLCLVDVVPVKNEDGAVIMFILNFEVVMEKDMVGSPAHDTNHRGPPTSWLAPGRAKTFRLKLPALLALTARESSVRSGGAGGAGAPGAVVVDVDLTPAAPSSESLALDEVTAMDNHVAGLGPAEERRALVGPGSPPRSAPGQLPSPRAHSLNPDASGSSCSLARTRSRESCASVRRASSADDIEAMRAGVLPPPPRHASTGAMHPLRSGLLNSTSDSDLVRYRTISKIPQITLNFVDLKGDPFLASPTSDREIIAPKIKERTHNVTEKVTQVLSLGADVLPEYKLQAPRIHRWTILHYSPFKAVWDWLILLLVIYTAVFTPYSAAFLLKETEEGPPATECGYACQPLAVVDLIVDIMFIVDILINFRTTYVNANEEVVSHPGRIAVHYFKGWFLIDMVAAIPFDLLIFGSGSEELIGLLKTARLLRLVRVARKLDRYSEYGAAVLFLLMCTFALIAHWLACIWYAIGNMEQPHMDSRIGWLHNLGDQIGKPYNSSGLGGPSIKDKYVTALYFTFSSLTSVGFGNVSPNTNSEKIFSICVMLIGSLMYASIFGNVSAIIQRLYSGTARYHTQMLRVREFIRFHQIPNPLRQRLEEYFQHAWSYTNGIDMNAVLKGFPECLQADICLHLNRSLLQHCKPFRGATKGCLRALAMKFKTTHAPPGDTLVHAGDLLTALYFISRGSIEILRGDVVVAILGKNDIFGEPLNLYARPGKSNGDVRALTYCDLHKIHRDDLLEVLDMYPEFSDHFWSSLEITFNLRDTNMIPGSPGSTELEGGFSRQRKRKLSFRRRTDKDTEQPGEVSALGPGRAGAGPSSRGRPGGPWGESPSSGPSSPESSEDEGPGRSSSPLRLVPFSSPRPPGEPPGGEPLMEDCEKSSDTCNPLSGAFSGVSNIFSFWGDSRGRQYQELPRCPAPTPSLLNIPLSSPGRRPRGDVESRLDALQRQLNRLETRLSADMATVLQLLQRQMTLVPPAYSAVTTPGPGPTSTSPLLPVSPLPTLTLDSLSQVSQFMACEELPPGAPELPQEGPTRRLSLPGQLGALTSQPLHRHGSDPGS
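U2OS cells were transduced with wild-type KCNH2 virus (2.03 x 10^8 / mL) for 4 h at room temperature, then cultured overnight at 37 C. Thallium flux was read with FluxOr dye. Rate constants were normalized to DMSO controls.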
uPA surface inh = cell surface uPA generation inhibition; cell surface uPA generation assay, qHTS; Potency, µM (top dose mostly 38.3 µM), inactives show at the highest dose activity change, negative = inhibition, actives largely listed as inhibitors; hit rate 0.31% among 330,000; AID 540303; active = well fitted inhibition curve with a large enough effect; inconclusive = small, poorly fitted or top-dose-only effect; inactive = no such curve, though single readings can be large or run the other way; tested in mouse RAW 264.7 cells; note: potency is the fitted concentration of half-maximal effect; nearly all actives have a fitted effect of over 55% in size
Giardia kill = Giardia lamblia killing; activity change, % at 7.66 µM, hits read low; hit rate 0.15% among 340,000; Giardia lamblia trophozoite viability; AID 540267; in the data active = activity change below about -80%; inconclusive = between about -30% and that limit;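 note: parasites exposed to compound for two days anaerobically before the ATP read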
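Each well holds 100 Giardia trophozoites and compound. After two days (48 hrs) at 37 deg C in anaerobic conditions, ATP is quantified by luminescence.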
Numbers without * were called inactive; ? = inconclusive; [ ] = another dose, or the depositor's remark. % is set by controls: 0 for no effect and ±100 for the full control effect.

entry	mol	KCNH2 3.1 block	hERG WT inh	uPA surface inh	Giardia kill
1	O=C(O)C1CC=CCC1C(=O)NCc1ccc(Cl)c(Cl)c1 (centres undefined)	-4	-2	-1%	48[activator]
2	O=C(Nc1ccccc1)Nc1ccc(Cl)nc1Cl	-12	-12	-2%	6
3	c1ccc2scnc2c1	4	-3	3%	-28
4	OC(CNc1ccnc2cc(Cl)ccc12)CNC1CCCCC1 (centres undefined)	4	-3	-2%	-11
5	CCOC(=O)[C@H]1[C@H]2COc3ccc(Br)cc3[C@@H]2N2C(=O)CN(C)C(=O)[C@@]12C	5	-5	-1%	36[activator]
6	ONC(=Nc1ccccc1Cl)c1c(F)cccc1F	7	-9	?	-3
7	O=C(OCC1OC(n2ccc(=O)[nH]c2=O)C2OC12)c1ccccc1 (centres undefined)	3	2	0%	2
8	NC1=C(Br)C(=O)c2ncccc2C1=O	-11	1	-12%	-9

Continued.
entry	mol	KCNH2 3.1 block	hERG WT inh	uPA surface inh	Giardia kill
9	CN[C@H]1CCc2cc(OC)c(OC)c(OC)c2-c2ccc(OC)c(=O)cc21	-2	-7	-74%	-10
10	N#CC12C(=O)NC(=O)C1(C#N)C21CCCC1 (centres undefined)	2	-11	3%	-14
11	COc1ccc(CCNC(=O)C2CC3Cn4c(nc5ccccc54)C3N2Cc2ccccc2)cc1 (centres undefined)	-25	7	4%	-25
12	CC1CC(=O)C(C(C2=C(O)CC(C)CC2=O)c2ccccc2)=C(O)C1 (centres undefined)	-8	-2	-12%	3
13	Cc1nc2c(Br)cc(Br)cc2c(=O)n1-c1ccccc1NC1OCC(O)C(O)C1O (centres undefined)	8	-4	-7%	-2
14	CC/C(=N\N=C(/CC)c1ccccc1N)c1ccccc1N	-10	3	1%	9
15	O=C1OC(c2ccccc2)C(O)=C1c1ccccc1 (centres undefined)	0	-3	-2%	-21
16	O=[N+]([O-])c1ccc(Nc2cccc3c2[nH]c2c(-c4ccccc4)nccc23)c([N+](=O)[O-])c1	-49	46	7%	6

Remaining list, next part
entry	mol	KCNH2 3.1 block	hERG WT inh	uPA surface inh	Giardia kill
17	C[C@@]12C(=O)N(CC3CCCO3)CC(=O)N1[C@@H]1c3ccccc3OC[C@@H]1[C@@H]2c1ccccc1 (some centres undefined)	6	10	-7%	-23
18	CN(C)c1ccc(C=NNc2ccccn2)c(Cl)c1	-9	-1	4%	-1
19	CC1CCCN(S(=O)(=O)c2cc(C(=O)NCCc3ccc(S(N)(=O)=O)cc3)ccc2Cl)C1 (centres undefined)	-1	-1	?	-17
20	CC1(C)C/C(=N/Nc2ccc([N+](=O)[O-])cc2[N+](=O)[O-])C(C)(C)O1	2	4	-17%	-19
21	O=S1(=O)CCOC[C@H](Cc2ccccc2)N1Cc1cccc(F)c1	-5	11	-6%	25
22	COC(C/C=C\[C@@H](O)[C@H](C)OCc1ccccc1)OC	17	-18	10%	-5
23	NC(=O)C1(Nc2ccc(Br)cc2)CCCC1	22	-3	1%	-20
24	Cc1cn(CC(=O)NCCCN2CCCC2=O)c(=O)[nH]c1=O	-3	0	10%	25

Continuation:
entry	mol	KCNH2 3.1 block	hERG WT inh	uPA surface inh	Giardia kill
25	COC(=O)c1cccc(NC(=O)c2cnn(C)c2)c1	-3	-4	-4%	?
26	CCCCCCCCN1[C@@H](CC(=O)OCC)c2ccc(C(F)(F)F)cc2S1(=O)=O	?	-2	21%	4
27	Cc1ccc(C(=O)C2CC2)c(C)c1	0	4	3%	5
28	O=S(=O)(Nc1ccc(NS(=O)(=O)c2ccccc2)c(Cl)c1)c1ccccc1	-5	1	-1%	14
29	O=C(CCCCn1cnc2c(=S)nc[nH]c21)Nc1ccc(C(=O)O)c(O)c1	6	-5	3%	-8
30	O=C(CN1CCN(S(=O)(=O)c2ccc(Cl)c(C(F)(F)F)c2)CC1)NC(=O)NC1CCCCC1	-3	-7	-54%	-11
31	COc1cc(C)c2c(c1OC)C(=O)CC2	-1	2	0%	-25
32	O=[N+]([O-])c1ccc(N=Nc2ccc(O)c3ccccc23)cc1	12	-6	-5%	-5

Quoted from the results shown, 15 compounds:
entry	mol	KCNH2 3.1 block	hERG WT inh	uPA surface inh	Giardia kill
17	C[C@@]12C(=O)N(CC3CCCO3)CC(=O)N1[C@@H]1c3ccccc3OC[C@@H]1[C@@H]2c1ccccc1 (some centres undefined)	6	10	-7%	-23
18	CN(C)c1ccc(C=NNc2ccccn2)c(Cl)c1	-9	-1	4%	-1
19	CC1CCCN(S(=O)(=O)c2cc(C(=O)NCCc3ccc(S(N)(=O)=O)cc3)ccc2Cl)C1 (centres undefined)	-1	-1	?	-17
20	CC1(C)C/C(=N/Nc2ccc([N+](=O)[O-])cc2[N+](=O)[O-])C(C)(C)O1	2	4	-17%	-19
21	O=S1(=O)CCOC[C@H](Cc2ccccc2)N1Cc1cccc(F)c1	-5	11	-6%	25
22	COC(C/C=C\[C@@H](O)[C@H](C)OCc1ccccc1)OC	17	-18	10%	-5
23	NC(=O)C1(Nc2ccc(Br)cc2)CCCC1	22	-3	1%	-20
24	Cc1cn(CC(=O)NCCCN2CCCC2=O)c(=O)[nH]c1=O	-3	0	10%	25
25	COC(=O)c1cccc(NC(=O)c2cnn(C)c2)c1	-3	-4	-4%	?
26	CCCCCCCCN1[C@@H](CC(=O)OCC)c2ccc(C(F)(F)F)cc2S1(=O)=O	?	-2	21%	4
27	Cc1ccc(C(=O)C2CC2)c(C)c1	0	4	3%	5
28	O=S(=O)(Nc1ccc(NS(=O)(=O)c2ccccc2)c(Cl)c1)c1ccccc1	-5	1	-1%	14
29	O=C(CCCCn1cnc2c(=S)nc[nH]c21)Nc1ccc(C(=O)O)c(O)c1	6	-5	3%	-8
30	O=C(CN1CCN(S(=O)(=O)c2ccc(Cl)c(C(F)(F)F)c2)CC1)NC(=O)NC1CCCCC1	-3	-7	-54%	-11
31	COc1cc(C)c2c(c1OC)C(=O)CC2	-1	2	0%	-25

(more compounds)
entry	mol	KCNH2 3.1 block	hERG WT inh	uPA surface inh	Giardia kill
33	O=C1NC(=O)C2(CCC(C3CCCCC3)CC2)N1 (centres undefined)	-11	-7	3%	-5
34	O=C1CC(c2ccc(Cl)cc2)Oc2ccc(Cl)cc21 (centres undefined)	-14	-4	-3%	11
35	CCOC(=O)C1(NC(=O)CN2C(=O)c3ccccc3C2=O)CCCC1	-3	-4	1%	18
36	CCCNC(=O)Cn1c(=O)/c(=C/c2ccc(-c3ccc([N+](=O)[O-])cc3)o2)s/c1=C\C(=O)C(C)(C)C	-46	-25	-1%	-8
37	O=C(COc1ccc(F)cc1)N/N=C/c1cccc2cccnc12	-3	-19	?	?
38	c1ccc(Cc2nc3ccccc3s2)cc1	-11	0	-2%	-10
39	O=C(CCC1CCCN(C(=O)c2cc3ccccc3o2)C1)NCc1ccc(F)c(F)c1 (centres undefined)	9	0	-17%	41[activator]
40	CC(=O)NC(CC(C)C)C(=O)O (centres undefined)	14	1	7%	12

Additional compounds.
entry	mol	KCNH2 3.1 block	hERG WT inh	uPA surface inh	Giardia kill
41	CCC1CCC/C1=N\NC(=O)c1ccccc1Cl (centres undefined)	26	7	2%	9
42	CCOCCOc1cc(NCc2ccccc2)c2ncn(C(C)C)c2c1	-3	-1	-15%	-18
43	O=c1[nH]nc(-c2ccc([N+](=O)[O-])o2)c(=O)[nH]1	-13	4	4%	-28
44	O=C(NN=Cc1ccc2c(c1)OCO2)C1CC1	14	7	-8%	-1
45	CN1CCN(S(=O)(=O)c2ccc(NC(=O)c3ccc([N+](=O)[O-])cc3)cc2)CC1	-16	11	4%	-3
46	CC1(c2nnc(Cc3ccccc3)o2)CC(c2ccc(Cl)cc2)=NO1 (centres undefined)	6	16	5%	-9
47	Cc1nc2nc(-c3ccccc3)nn2c(C)c1Cl	4	-30	12%	-9
48	O=C(O)c1ccc(C=NN2CCCCCC2)cc1	8	13	2%	-8

Other compounds follow.
entry	mol	KCNH2 3.1 block	hERG WT inh	uPA surface inh	Giardia kill
49	CCC(=O)N1CCN(c2ccc(Cl)cc2NC(=S)NC(=O)c2ccco2)CC1	9	4	5%	5
50	O=C(NCc1ccccc1)c1ccc(NC(=O)C2CCC2)cc1	0	-1	12%	-7
51	CC(=O)N1c2ccccc2S(=O)(=O)c2c1ccc1ccccc21	-9	6	-4%	-2
52	CC(C)(C)OC(=O)N(CCc1ccccc1)Cc1cccc(OCc2cccc(NC(=O)c3ccccc3)c2)c1	2	-5	5%	8
53	C/C(=N\NC(=O)C(O)c1ccccc1)c1ccc(C)s1 (centres undefined)	2	-3	10%	-10
54	Cn1c2c(c(=O)n(C)c1=O)C(c1ccc(C(F)(F)F)cc1)CC(=O)N2 (centres undefined)	2	1	-7%	-3
55	O=S(=O)(NCCc1nc2ccccc2[nH]1)c1ccccc1	0	-4	10%	-12
56	CCOC(=O)c1cc2c(c(-c3ccccc3)n1)[C@H](CCO)N(S(=O)(=O)C(C)(C)C)C2	-1	-3	0%	21

Further entries follow.
entry	mol	KCNH2 3.1 block	hERG WT inh	uPA surface inh	Giardia kill
57	CCOC(=O)N1CC(C)N(C(=S)Nc2ccccc2)CC1C (centres undefined)	1	-5	-2%	-9
58	CCCCN1CC[C@H]2C=CC[C@@H](C(=O)Nc3nccs3)[C@H]2C1=O	14	1	-1%	7
59	CSc1ccccc1NC(=O)CN(C)C(=O)C(C)SCc1nc2sc(C)c(C)c2c(=O)[nH]1 (centres undefined)	1	9	-9%	-6
60	CCC(CC)C(=O)Oc1c(C(=O)N(C)C)cccc1-c1ccccc1	6	-3	1%	-8
61	COc1ccc(CC(=O)N/N=C/c2ccc(C)s2)cc1	7	-4	0%	5
62	CN(c1ccc(O)cc1)c1nc(O)c(C2=c3ccccc3=NC2=O)s1	-15	-4	2%	19
63	O=C(O)CNC(=O)C1(N2C(=O)c3ccccc3C2=O)CCCC1	-9	-2	-1%	0
64	C=C1C(=O)OC2C1CCC(C)C1C=CC(=O)C12C (centres undefined)	-7	-7	6%	-3

The listing continues:
entry	mol	KCNH2 3.1 block	hERG WT inh	uPA surface inh	Giardia kill
65	Cc1ccc(/C=N/n2nnnc2N)cc1	8	-1	1%	?
66	O=C(NCCCc1ccccc1)c1cccc(NC(=O)C2CCCC2)c1	-3	1	7%	-28
67	COc1ccccc1Oc1ccc(NC(=O)Cc2ccccc2)cc1	15	2	-7%	2
68	O=S(=O)(CCN1CCOCC1)c1ccc(Cl)cc1	4	2	-4%	-2
69	C=CCN1[C@@H](Cc2ccccc2)COCCS1(=O)=O	20	-6	6%	-24
70	CN(C)c1ncnc2c1ncn2-c1ccccc1	-19	-5	-6%	-10
71	O=C(c1c(F)c(F)c(F)c(F)c1F)N1CCN(Cc2ccc3c(c2)OCO3)CC1	27	-10	1%	33[activator]
72	CCCCN1C[C@H](COC(=O)CCC)Oc2cccc(F)c2S1(=O)=O	-8	37	2%	9

The results go on:
entry	mol	KCNH2 3.1 block	hERG WT inh	uPA surface inh	Giardia kill
73	Cc1c(Cl)cccc1NS(=O)(=O)c1ccccc1	-4	10	-5%	-3
74	CCCCN1CC(COCc2ccccc2)Oc2cccc(N3CCCC3)c2S1(=O)=O (centres undefined)	?	8	9%	11
75	CCCCn1c(N)c(N(C(=O)CSc2nncn2-c2ccccc2C)C2CCCC2)c(=O)[nH]c1=O	-2	-17	7%	?
76	CC(C)CC1NC(=O)C(CC(C)C)N(CO)C1=O (centres undefined)	7	-5	8%	-3
77	O=C(OCCN1CCOCC1)c1ccccc1Cl	5	-4	11%	7
78	O=C(c1ccco1)N1CCN(c2ccc([N+](=O)[O-])cn2)CC1	-2	5	-21%	10
79	CCCCN1CCC(=O)C(C(=O)OCC)=C1C(=O)OCC	-3	6	13%	-6
80	CC(=O)OC1CCC2(C)C3=CCC4(C)C(C(C)=O)=CCC4C3CCC2C1 (centres undefined)	1	-1	6%	11

Next results.
entry	mol	KCNH2 3.1 block	hERG WT inh	uPA surface inh	Giardia kill
81	COc1ccc(C=CC(=O)c2c(OC)cc(OC)c(OC)c2O)cc1	-13	-4	-8%	-8
82	O=C(O)c1ccccc1Cc1ccc2c(c1)CCCC2	-21	-4	6%	-12
83	CN(C(=O)c1cccc(NC(=O)Cc2ccc(NC(=O)C3CCCN(S(=O)(=O)c4cccc([N+](=O)[O-])c4)C3)cc2)c1)C1CCC1 (centres undefined)	1	32	15%	8
84	COc1ccc(C(CNC(=O)c2cccc(S(=O)(=O)Nc3ccc(Br)cc3)c2)N(C)C)cc1 (centres undefined)	2	23	-26%	-7

This is a subset; count on the stated rates, not on these rows.
